# Lamin A splicing: LMNA splicing modulation; HeLa LMNA splicing GFP/RFP minigene ratio, 48 h; Potency, µM (doses to about 46.1 µM), without a hit: at the top dose ratio change, negative = inhibition, hits mostly inhibitors; 200,000 tested, 0.01% active; active = well fitted inhibition curve with a large enough effect in the signal ratio, with a control signal flat, not every such curve was filed as active; inconclusive = small, poorly fitted or top-dose-only effect, or effect the other way, or a change in a side signal; the % refers to the signal ratio; note: % is set by controls: 0 for no effect and ±100 for the full control effect
#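 S3 HeLa cells stably expressing lamin A-EGFP splicing minigene plus DsRed2, 600 cells/well, 48 h compound exposure at 37C. Laser-scanning cytometry; analysed as GFP (500-530 nm)/RFP (575-640 nm) total intensity ratio; 0.5% DMSO vehicle.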
# Epigenetic reg: derepresses silenced GFP reporter in murine cells; murine LDR cells, GFP reporter derepression, 30 h; Potency, µM (doses to about 53.9 µM), for the others: top-dose GFP activation, most hits filed as activators; 280,000 tested, 0.2% active; AID 1865; active = well fitted activation curve with a large enough effect; inconclusive = small, poorly fitted or top-dose-only effect; note: % of control where 0% means no effect; nearly all actives have a fitted effect of over 60% in size
#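 In this reporter-derepression format, murine cells bearing a silenced integrated CMV-GFP locus incubate with test compound (30 h, 37 C), then are washed and imaged; fluorescent objects of 20–120 um count as induced cells.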
# The depositor's hits bear a star; ? = inconclusive; [ ] = another dose, or the depositor's remark. Potency is the fitted concentration of half-maximal effect. The list is partial (hit frequency here may not be typical).
SMILES,Lamin A splicing,Epigenetic reg
CCOc1ccc(C(=O)Nc2ccc(-c3nc4ccccc4s3)c(C)c2)cc1OCC,-4.3%[46 µM],-1.3%
COc1ccccc1NC(=O)C1CCN(S(=O)(=O)c2cn(C)cn2)CC1,?,-4.9%
CC(CNC(=O)c1ccc(Cn2c(SCc3ccccc3)nc3cccnc32)cc1)c1ccccc1 (stereo unspecified),-12.6%[46 µM],-1.2%
CCCNC(=O)C1CCN(S(=O)(=O)c2ccc3c(c2)CCCN3C(C)=O)CC1,13.7%[46 µM],0.0%
O=C(NCc1ccc2c(c1)CCN2C(=O)c1ccccc1)c1ccc(Br)o1,?,-1.3%
CCCCn1cc(S(=O)(=O)c2ccc(C)c(C)c2)c(=O)c2cc(F)c(N3CCN(C)CC3)cc21,6.2%[46 µM],-0.4%
CCc1ccc(-c2nn(CC(=O)NC3CCCC3)c3c2cnc2ccc(F)cc23)cc1,7.6%[46 µM],0.0%
COc1cc(NC(=O)c2cc(C3CC3)nc3c2c(C)nn3-c2ccc(C)cc2)cc(OC)c1,-27.9%[46 µM],0.8%
c1ccc(-c2cn(-c3ccccc3)c3ncnc(N4CCN(c5ccccc5)CC4)c23)cc1,?,0.6%
COc1ccc(-c2nc(SCC(=O)Nc3cccc(C(C)=O)c3)n[nH]2)cc1,?,8.6%
COc1ccc(C(=O)N(Cc2cc(OC)c(OC)c(OC)c2)c2ccccn2)cc1,4.3%[46 µM],0.0%
CCn1nc(C)c(CCN(C)C(=O)Nc2cc(OC)c(OC)c(OC)c2)c1C,?,-4.7%
CN1C(=O)C2(c3ccccc31)N(c1ccccc1)C(=O)CS2(=O)=O (stereo unspecified),-4.8%[46 µM],-0.2%
Cc1cccc(NC(=O)CSc2nc(C)cc(C)c2C(=O)Nc2ccc(Cl)cc2)c1,?,1.1%
CCOc1ccccc1CNC(=O)c1ccc2c(c1)sc1nc(-c3cccc(OC)c3)cn12,?,1.1%
CCC(O)c1cc2c(cc1NC(=O)c1ccccc1F)OCCO2 (stereo unspecified),-4.1%[46 µM],-0.6%
Cc1ccccc1C(=O)NC1(C(F)(F)F)C(=O)Nc2c1c(=O)[nH]c(=O)n2CCc1ccccc1 (stereo unspecified),3.8%[46 µM],0.8%
Cc1ccccc1-c1nc(CNC(=O)Nc2ccccc2)c(C)o1,-3.8%[46 µM],-4.7%
CCc1c(-c2ccccc2)nc2ccccc2c1C(=O)NCc1ccc(C)cc1,?,1.8%
CCOc1cc(-c2ccc(OC(=O)c3ccccc3)c(OC)c2)cc(=O)c2c(C)oc(C)c12,?,?
O=C1c2oc3ccccc3c(=O)c2C(c2ccccc2)N1Cc1ccc2c(c1)OCO2 (stereo unspecified),?,-1.1%
CC1CCCCN1C(=O)CSc1nc2ccccc2nc1Cc1ccc(Cl)cc1 (stereo unspecified),?,-0.9%
COc1cc(C2C(C(=O)Nc3ccccc3C)=C(C)Nc3ncnn32)ccc1OCC(N)=O (stereo unspecified),2.8%[46 µM],0.8%
Cn1ncc2c(NCc3ccc(Cl)cc3)ncnc21,-3.2%[46 µM],0.5%
CCc1cccc(NC(=O)Cn2ccn3nc(-c4ccc(OC)c(OC)c4)cc3c2=O)c1,-9.3%[46 µM],-0.2%
COc1ccc(OCC(=O)Nc2cc(-c3ccccc3F)nn2-c2ccccc2)cc1,-8.0%[46 µM],11.2%
COC(=O)c1cc(NC2(c3ccccc3)C(=O)c3ccccc3C2=O)cc(C(=O)OC)c1,11.1%[46 µM],-1.1%
COCCNC(=O)CSc1nnc(NC(=O)Nc2ccc(C)cc2)s1,3.0%[46 µM],-0.1%
CCNC(=O)c1ccc2c(c1)nc1n2CCCCC1,2.2%[46 µM],1.8%
COc1ccc(N2CCN(C(=O)c3nn(-c4ccc(C)cc4)c(=O)n(C)c3=O)CC2)cc1,?,0.8%

# Gathered by group, those above containing a halogen.
SMILES,Lamin A splicing,Epigenetic reg
O=C(NCc1ccc2c(c1)CCN2C(=O)c1ccccc1)c1ccc(Br)o1,?,-1.3%
CCCCn1cc(S(=O)(=O)c2ccc(C)c(C)c2)c(=O)c2cc(F)c(N3CCN(C)CC3)cc21,6.2%[46 µM],-0.4%
CCc1ccc(-c2nn(CC(=O)NC3CCCC3)c3c2cnc2ccc(F)cc23)cc1,7.6%[46 µM],0.0%
Cc1cccc(NC(=O)CSc2nc(C)cc(C)c2C(=O)Nc2ccc(Cl)cc2)c1,?,1.1%
CCC(O)c1cc2c(cc1NC(=O)c1ccccc1F)OCCO2 (stereo unspecified),-4.1%[46 µM],-0.6%
Cc1ccccc1C(=O)NC1(C(F)(F)F)C(=O)Nc2c1c(=O)[nH]c(=O)n2CCc1ccccc1 (stereo unspecified),3.8%[46 µM],0.8%
CC1CCCCN1C(=O)CSc1nc2ccccc2nc1Cc1ccc(Cl)cc1 (stereo unspecified),?,-0.9%
Cn1ncc2c(NCc3ccc(Cl)cc3)ncnc21,-3.2%[46 µM],0.5%
COc1ccc(OCC(=O)Nc2cc(-c3ccccc3F)nn2-c2ccccc2)cc1,-8.0%[46 µM],11.2%

# Next part.
SMILES,Lamin A splicing,Epigenetic reg
CCC1CN(C(=O)Nc2ccc(Br)cc2F)c2ccccc2S1 (stereo unspecified),?,0.0%
O=C(NCc1ccco1)c1ccc2c(c1)N(Cc1cccc(Cl)c1)C(=O)c1ccccc1S2(=O)=O,5.8%[46 µM],0.0%
Cc1ccc(N(C)S(=O)(=O)c2ccc(-c3coc(C)n3)cc2)cc1,?,0.8%
Cc1ccc(OCC(=O)OCc2cc(=O)n3nc(C4CCCCC4)sc3n2)cc1C,3.0%[46 µM],2.3%
COc1cc(CNC(=O)c2sc3ncccc3c2-n2cccc2)cc(OC)c1OC,2.5%[46 µM],0.0%
COc1cccc(CNC(=O)C2CCCN(c3ncnc4onc(-c5ccc(F)cc5)c34)C2)c1 (stereo unspecified),11.3%[46 µM],1.3%
O=C(CSc1nccn1Cc1ccc(F)cc1)NCc1ccccc1,-11.0%[46 µM],0.8%
Cc1cc(C)cc(OC(=O)c2cc(-c3ccc(Cl)cc3)on2)c1,33.9%[46 µM],0.0%
O=C(Nc1cccc(Cl)c1)N1CCSc2ccccc21,16.2%[46 µM],0.0%
COc1ccccc1CCNC(=O)C(=O)NCC(c1cccs1)S(=O)(=O)c1cccs1 (stereo unspecified),-20.4%[46 µM],0.5%
Cc1ccc(CN2CCc3nc(Nc4ccc5c(c4)OCCO5)ncc3C2)cc1,-4.4%[46 µM],-0.5%
Cc1ccc(C)c(N2CCN(C(=O)CCS(=O)(=O)c3cc4c(cc3Cl)NC(=O)CO4)CC2)c1,-0.7%[46 µM],0.0%
CCc1ccccc1NC(=O)C(=O)NCCc1sc(-c2cccc(C)c2)nc1C,13.2%[46 µM],0.0%
Cc1ccc(OCC(=O)NCC2(N3CCN(C)CC3)CCCCC2)cc1,?,13.7%
O=c1c(S(=O)(=O)c2ccccc2)cn(Cc2ccc(F)cc2)c2cc(N3CCCC3)c(F)cc12,?,1.1%
Cc1cc(C)cc(NC(=O)COc2cccc3c(=O)n(C)ccc23)c1,18.7%[46 µM],3.4%
COc1ccc(N2CCN(C(CNC(=O)C(=O)NCc3cccnc3)c3cccnc3)CC2)cc1 (stereo unspecified),5.0%[46 µM],0.0%
CC1CCN(CCCNC(=O)CN2C(=O)CSc3ccc(S(=O)(=O)N4CCC(C)CC4)cc32)CC1,-13.4%[46 µM],1.5%
N#Cc1nc(-c2ccc(COc3ccccc3)o2)oc1NCc1cccnc1,-4.5%[46 µM],-2.4%
COc1ccc(C(=O)Nc2ccccc2SCc2cc(=O)c3cccc(C)c3[nH]2)cc1,-11.8%[46 µM],-4.1%
Cc1nc2ccn(Cc3cccnc3)c(=O)c2cc1C(=O)N1CCN(c2ccc(F)cc2)CC1,?,0.0%
COC(=O)c1sc2cccc(F)c2c1S(=O)(=O)Nc1ccc(N(C)C)cc1,-12.9%[46 µM],0.0%
CCc1ccc2nc(N(Cc3cccnc3)C(=O)Cc3ccccc3)sc2c1,?,0.8%
COC(=O)c1c(NC(=O)c2cc3nc(-c4ccc(Br)cc4)cc(C(F)(F)F)n3n2)sc2c1CCCC2,2.9%[46 µM],-1.3%
CC(CNS(=O)(=O)c1ccc2c(c1)CC(=O)N2C)c1ccccc1 (stereo unspecified),?,-1.2%
Cc1cc(C)c(S(=O)(=O)N2CCC(N3CCN(Cc4ccc(F)cc4)C(=O)C3=O)CC2)c(C)c1,?,0.3%
COc1ccc(C)cc1NC(=O)N1CCN(c2cc(-c3noc(C)n3)ccc2C)CC1,-8.0%[46 µM],1.7%
COc1cccc2cc(-c3nc(Nc4cccc(C)c4)sc3C)c(=O)oc12,5.7%[46 µM],2.6%
O=c1c2c(-c3ccccc3)ccnc2[nH]n1-c1ccccc1,-18.5%[46 µM],0.0%
COc1ccc(NC(=O)CN2C(=O)C(C)(C)c3cc(S(=O)(=O)N4CCCCC4)ccc32)cc1Cl,?,0.8%

# Two of the compounds above, as labelled records:
COC(=O)c1sc2cccc(F)c2c1S(=O)(=O)Nc1ccc(N(C)C)cc1
- Lamin A splicing = -12.9%[46 µM]
- Epigenetic reg = 0.0%
CCc1ccc2nc(N(Cc3cccnc3)C(=O)Cc3ccccc3)sc2c1
- Lamin A splicing = ?
- Epigenetic reg = 0.8%

# (listing goes on)
SMILES,Lamin A splicing,Epigenetic reg
CCOc1cccc2sc(NC(=O)c3ccc(S(=O)(=O)N4CCCc5ccccc54)cc3)nc12,18.9%[46 µM],0.0%
Cc1cc2c(n1-c1ccc(C(=O)NCc3cccc(Br)c3)cc1)CCC(C)C2 (stereo unspecified),2.1%[46 µM],?
CC1=C(C(=O)Nc2ccccc2C)C(c2ccc[nH]2)n2ncnc2N1 (stereo unspecified),-6.6%[46 µM],-1.7%
Cc1cccc(NC(=O)CSc2nccn2Cc2ccc(F)cc2)c1C,?,0.0%
CCc1ccc(NC(=O)c2cnn(-c3c(C)cccc3C)c2C2CCN(C(=O)OC(C)(C)C)CC2)cc1,-11.6%[46 µM],-0.4%
O=C(Nc1ccc(S(=O)(=O)N(Cc2ccccc2)c2ccccc2)cc1)c1ccccc1F,5.9%[46 µM],8.1%
COc1ccc(CNC(=O)c2sc3nc4n(c(=O)c3c2C)CCCCC4)cc1,-21.7%[46 µM],0.8%
Cc1ccc(Cl)cc1-n1c(SCC(=O)NCc2ccccc2)nc2n[nH]c(C)c2c1=N,12.6%[46 µM],1.1%
Cc1ccc(Cl)cc1NC(=O)CN1C(=O)CCc2ccccc21,-5.2%[46 µM],0.0%
CCOC(=O)c1sc2ccccc2c1S(=O)(=O)Nc1ccc(CC)cc1,?,0.0%
COc1ccc(OC)c(NC(=O)C(C)n2c(=O)cc(C)c3c(C)nn(-c4ccccc4)c32)c1 (stereo unspecified),-1.8%[46 µM],0.0%
CCN(CCCNC(=O)Cn1ncc2c([nH]c3ccc(C)cc32)c1=O)c1ccccc1,-10.3%[46 µM],6.3%
COc1ccc(Cc2nc3ccc(C(=O)NCCc4ccc(OC)c(OC)c4)cc3o2)cc1,4.0%[46 µM],-1.7%
CN(C(=O)Nc1cn(C)c(=O)c2ccccc12)c1ccccc1,15.3%[46 µM],-0.2%
Cc1ccc2[nH]c(CSc3nnc(NC(=O)c4ccccc4C)s3)cc(=O)c2c1,-24.2%[46 µM],-1.4%
CCOc1ccc(NC(=O)c2c(NCc3cccnc3)sc3c2CCC(C)C3)cc1 (stereo unspecified),-22.4%[46 µM],0.0%
Cc1onc(-c2ccc(Br)cc2)c1C(=O)Nc1ccc(Br)cc1F,6.5%[46 µM],9.6%
CCn1nc(C)c2c(-c3ccccc3)cc(=O)n(C(C)C(=O)NCCC(C)C)c21 (stereo unspecified),?,1.5%
CN(C)CCNC(=O)c1ccc(-n2c(-c3ccccc3)cc3c2CCCC3)cc1,2.0%[46 µM],2.8%
Cc1cc(C)c(NC(=O)Cn2c(=O)n(-c3ccc(F)cc3)c(=O)c3c(C)c(C(=O)N(C)C)sc32)c(C)c1,11.4%[46 µM],0.0%
O=C(NCC(c1cccnc1)N1CCc2ccccc2C1)C(=O)Nc1ccc(Cl)cc1 (stereo unspecified),25.8%[46 µM],?
COc1cccc(CNC(=O)CCCN2C(=O)CSc3c2c(C)nn3-c2ccccc2)c1OC,-7.7%[46 µM],1.5%
Cc1ccc(N2C(=O)N(Cc3cc(=O)n4ccccc4n3)c3ccccc3S2(=O)=O)cc1Cl,-16.9%[46 µM],-1.3%
COC(=O)c1c(-c2cccs2)csc1NC(=O)COc1ccc(C)cc1,-8.6%[46 µM],3.2%
Cc1ccc(NC(=O)Cn2nc(-c3ccccc3)nc(Cc3ccccc3)c2=O)cc1,-2.1%[46 µM],0.0%
Cc1ccc(NC(=O)CCn2cccn2)cc1Cl,9.2%[46 µM],0.8%
CN(Cc1ccccc1)C(=O)CSc1nnc(-c2cccc(Cl)c2)o1,5.1%[46 µM],-3.2%
CCOC(=O)c1cnc(NCc2ccc(OC)cc2OC)c2ccccc12,-13.2%[46 µM],-4.2%
COc1ccc(CNC(=O)c2cc3c(=O)n(Cc4cccs4)ccc3nc2C)cc1,?,0.0%
Cc1cccc(NC(=O)c2oc3ccc(S(=O)(=O)N4CCCCC4)cc3c2C)c1C,6.7%[46 µM],0.7%
Cc1cccc(CNC(=O)CN2CC(C)Sc3ccccc32)c1 (stereo unspecified),-17.1%[46 µM],-0.6%
Cc1ccc(CN(C(=O)COc2ccccc2[N+](=O)[O-])c2ccccn2)o1,-0.6%[46 µM],3.2%
Cc1ccc(Cn2c(CN3CCC(C(=O)NCc4ccccc4C)CC3)cc3ccccc32)cc1,?,0.0%
Cc1ccc(C)c(CSc2nnc3[nH]c(=O)cc(-c4ccccc4)n23)c1,4.0%[46 µM],7.4%
